KCNQ1 block – inhibitors of human KCNQ1 potassium channel | CHO-K1 KCNQ1, FluxOR thallium flux fluorescence; hits give high values | AID 2642 | P51787 | B-score at 10 µM | hit rate 1.3% among 310,000;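 active = compounds whose thallium flux B-score, printed positive for inhibition, exceeds three library SD while starting fluorescence stays within three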;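 also: channel opened by potassium depolarization with thallium stimulus after 20 min compound exposure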
KCNK3 block – human KCNK3 channel inhibition, primary screen. hit rate 0.84% among 340,000. CHO-KCNK3 thallium flux, FluxOR fluorescence; hits give low values. B-score at 10 µM;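 active = B-score under library mean minus 4 SD, starting fluorescence ratio at most library mean plus 5 SD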;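 also: more negative B-score means stronger inhibition of thallium flux through KCNK3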
PolyA inh – inhibitors of polyadenylation in S. cerevisiae | S. cerevisiae SKY197-pL101 polyadenylation reporter, beta-gal luminescence; efflux-impaired pdr1/pdr3 knockout yeast; score 100 = 6 SD above DMSO | calls only at 12 µM | hit rate 0.02% among 300,000;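 active = lowest replicate activity score at least 50, where 100 means six control SD above control mean; inconclusive = lowest score under 50 but half or more replicates reach 50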;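 also: yeast exposed to compound for 9 h at 30 °C; higher score means more reporter readthrough which indicates perturbed polyadenylation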
HDAC3 inhib – blocks human histone deacetylase 3; recombinant HDAC3, fluorogenic peptide/trypsin coupled, fluorescence; inhibition, % at 8.3 µM; hit rate 0.15% among 320,000; AID 2718; in the data active = inhibition above about 26%, passing the limit was not always enough; inconclusive = no clear call, values can overlap the other calls
RGS4 act – potentiators or activators of RGS4; B-score at 10 µM; HEK293 M3R/inducible RGS4, carbachol calcium flux Fluo4; hits give low values; hit rate 0.92% among 310,000;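 active = B-score of the integrated calcium signal more than 4 SD below the library mean, with starting fluorescence not abnormally high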;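 also: negative B-score means reduced calcium response which marks RGS4 activation or potentiation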
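Material: M3R-expressing HEK293 line, RGS4 induced by doxycycline | Schedule: Overnight RGS4 induction, 30 min dye load 37 °C, 20 min compound RT | Measured by: Fluo4 fluorescence kinetic imaging of calcium | Read-out: Integrated calcium ratio converted to B score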
Dyrk1A ADPGlo – Dyrk1A (rat) kinase inhibition. Q63470. ADP-Glo luminescence, NFATc1 peptide. inhibition, % at 12.5 µM. hit rate 0.43% among 310,000. AID 504441; in the data active = inhibition above about 50%;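 also: plate controls were vehicle with enzyme for no effect and no enzyme for full effect; many of its hits are not listed in these tables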
KCNQ1 pot – human KCNQ1 channel potentiation or activation. CHO-K1 KCNQ1, thallium flux FluxOR fluorescence; hits give high values. B-score at 10 µM. hit rate 0.35% among 310,000;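 active = fluorescence ratio B-score, a plate-corrected score, at least three library SD, with initial intensity B-score within 5 SD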
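System: Stable KCNQ1 CHO-K1 line | Incubation: 90 min dye loading and 20 min compound exposure, both at room temperature | Measure: Ratio B score | Medium: Assay buffer for compound exposure, DMSO matched across wells | Compound dosing: Single-concentration screen | Probe or stimulus: K+/Tl+ depolarizing stimulus | Measured by: Kinetic FluxOR fluorescence, 10 s baseline plus 110 s post-stimulus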
GSK3A inh – inhibitors of human GSK-3 alpha kinase. AID 2650. ADP-Glo luminescence, 60 min. inhibition, % at 10 µM. hit rate 0.1% among 320,000;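 in the data active = inhibition above about 50%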;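 also: GST-tagged GSK-3 alpha with peptide substrate and 25 µM ATP; 0% = DMSO neutral wells and 100% = GW8510 positive control wells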
Target sequence (P49840 whole entry, looked up): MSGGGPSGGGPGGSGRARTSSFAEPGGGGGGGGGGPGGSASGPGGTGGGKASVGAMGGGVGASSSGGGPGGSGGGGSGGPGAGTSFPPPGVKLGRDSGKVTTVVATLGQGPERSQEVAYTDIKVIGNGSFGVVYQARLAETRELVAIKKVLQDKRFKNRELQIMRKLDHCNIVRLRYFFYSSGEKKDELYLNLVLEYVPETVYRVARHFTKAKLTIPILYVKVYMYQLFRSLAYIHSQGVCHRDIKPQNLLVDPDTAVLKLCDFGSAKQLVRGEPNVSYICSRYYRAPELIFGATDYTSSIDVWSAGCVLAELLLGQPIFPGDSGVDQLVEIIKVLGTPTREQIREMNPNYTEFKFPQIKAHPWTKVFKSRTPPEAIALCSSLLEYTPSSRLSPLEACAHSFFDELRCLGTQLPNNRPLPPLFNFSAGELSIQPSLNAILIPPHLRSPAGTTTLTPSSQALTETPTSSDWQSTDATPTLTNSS
GSK3B inh – human GSK3beta kinase inhibition; GST-GSK3beta kinase, ADP-Glo luminescence, 60 min; hits give low values; activity score (negative = inhibition), % at 10 µM; hit rate 0.038% among 300,000; AID 2097;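 active = more than half of replicate wells score below -50%, meaning over 50% inhibition versus plate controls; inconclusive = some replicates but at most half score below -50%; inactive = no replicate scores below -50%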;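 also: 0% = median DMSO wells and -100% = median GW8510 positive control wells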
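Assay system: GST-tagged human GSK3beta kinase, cell-free; Input: 1.6 ng GSK3beta; Medium: Tris/MgCl2 kinase buffer; Timing: 60 min enzyme reaction, room temperature; Signal: ADP-Glo luminescence quantifying ADP generated by kinase; Evaluation: score relative to plate controls; Benchmarks: DMSO neutral wells and GW8510 at 20 µM as positive.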
KCNK9 inh – blocks the human KCNK9 two-pore domain potassium channel; HEK293 KCNK9, FluxOR thallium flux fluorescence; hits give low values; B-score at 10 µM; hit rate 1.2% among 310,000; AID 488922;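 active = ratio B-score over 3 SD below the library mean, with starting fluorescence within 5 SD of its mean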;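 also: negative B-score means less thallium flux so channel inhibition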
Target sequence (Q9NPC2 whole entry, looked up, the tested form may be a part): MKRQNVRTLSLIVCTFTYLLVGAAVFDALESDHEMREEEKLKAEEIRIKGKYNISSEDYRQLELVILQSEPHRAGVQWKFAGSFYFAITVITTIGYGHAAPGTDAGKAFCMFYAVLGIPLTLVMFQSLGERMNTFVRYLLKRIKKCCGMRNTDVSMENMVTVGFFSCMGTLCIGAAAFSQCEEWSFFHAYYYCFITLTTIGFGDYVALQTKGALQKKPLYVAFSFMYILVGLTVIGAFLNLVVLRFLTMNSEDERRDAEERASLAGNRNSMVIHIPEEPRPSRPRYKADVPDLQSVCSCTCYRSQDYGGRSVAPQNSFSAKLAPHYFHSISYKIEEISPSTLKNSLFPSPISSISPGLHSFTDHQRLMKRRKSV
hERG protect – hERG (human) protection from proarrhythmic block; Q12809; CHO-hERG, FluxOR thallium flux, dofetilide IC70 present; activation (rescue from dofetilide block), less the hit threshold, % at 10 µM; hit rate 0.51% among 310,000;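 active = activation above the mean of controls blocked by dofetilide plus 5 SD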;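 also: thallium influx through hERG after potassium depolarization seen as dye fluorescence rise; in these data hits start at about 4.7%; inactives centre near -7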
* marks the source's active call; other numbers are inactive results; i = inactive; u = inconclusive; x = no result given. These rows are one share of the data; count on the stated rates, not on these rows.

SMILES	KCNQ1 block	KCNK3 block	PolyA inh	HDAC3 inhib	RGS4 act	Dyrk1A ADPGlo	KCNQ1 pot	GSK3A inh	GSK3B inh	KCNK9 inh	hERG protect
CC(C)NC(=O)c1cccc(Cn2cc(Cl)cn2)c1	i	i	i	-5	i	1	i	-1	1	i	-1
CC(CCc1ccccc1)NC(=O)CN1CCN(Cc2ccccc2)C1=O (centres undefined)	i	i	i	-1	i	1	i	-4	2	i	-11
CC(=O)Nc1c(C(N)=O)oc2ccc(Cl)cc12	i	i	i	-3	i	8	i	3	-1	i	0
CC(C)(C)c1ccc(N2C(=O)Cc3c2nc(N)c(C#N)c3N)cc1	i	i	i	7	i	-3	i	x	1	i	-14
Cc1ccc(NC(=O)OCc2cccs2)cc1	i	x	i	-2	i	x	i	1	-4	i	-5
COc1ccc(C(=O)NNC(=O)CSc2nnc(-c3cccnc3)o2)cc1	i	i	i	-5	i	-4	i	-2	-1	i	-5
COC(=O)c1cccc(NC(=S)N2CCN(C)CC2)c1	i	i	i	1	i	7	i	-2	-1	i	-4
CCOC(=O)c1sc2nc(N3CCOCC3)c3c(c2c1N)CCN(Cc1ccccc1)C3	i	i	i	u	i	-1	i	-2	-4	i	-1
CCN(CC)S(=O)(=O)c1cccc(-c2nnc(SCc3nnc(-c4ccccc4)o3)n2C)c1	i	i	i	4	i	1	i	7	-1	i	-13
CCn1nc(NC(=O)c2ccncc2)c2cc3ccc(C)cc3nc21	i	i	i	-12	i	-4	i	-3	1	i	-9
Cc1cc(C)n(/N=C/c2cccc([N+](=O)[O-])c2)c(=O)c1	i	i	i	-11	i	-2	i	-1	6	i	-7
CCN(Cc1ccccc1)c1ccc(/C=N/N2CCOCC2)cc1	i	i	x	6	i	0	i	-3	3	i	-11
Cn1nccc1CNC(=O)c1c(Cl)cnn1C	i	i	i	-2	i	-3	i	1	-1	i	-5
COc1cc(NC(=O)C2CCCC2)c(OC)cc1Cl	i	i	i	-3	i	4	i	0	1	i	-5
COc1ccc(OC)c(-c2c3c([nH]c(=S)c2C#N)CCCC3)c1	i	i	i	-7	i	-11	i	-1	1	i	-11
COc1ccccc1CNc1ccc2nnc(CCNC(=O)c3ccccc3)n2n1	i	i	i	x	i	x	i	-1	-2	i	-10
CCN1CCN(C(=O)C2=CC(c3ccc(C)cc3)=NS(=O)(=O)N2C)CC1	i	i	i	9	i	3	i	-7	1	i	-12
Cc1cc(NC(=O)CSc2nc3ccccc3c(=O)n2CCCC(=O)NCc2ccco2)n[nH]1	i	i	i	5	i	5	i	32	-7	i	-14
CC1CC(C)CN(CCCNC(=O)c2c(O)nc3ccccn3c2=O)C1 (centres undefined)	i	i	i	-4	i	-8	i	0	1	i	-16
Cc1cc(NS(=O)(=O)c2ccc(NS(=O)(=O)c3cc(C)c(Cl)cc3Cl)cc2)no1	i	i	i	-10	i	-11	i	-5	4	i	-5

A different layout for 4 compounds above.
Value order: KCNQ1 block, KCNK3 block, PolyA inh, HDAC3 inhib, RGS4 act, Dyrk1A ADPGlo, KCNQ1 pot, GSK3A inh, GSK3B inh, KCNK9 inh, hERG protect
Cn1nccc1CNC(=O)c1c(Cl)cnn1C
  i, i, i, -2, i, -3, i, 1, -1, i, -5
COc1ccccc1CNc1ccc2nnc(CCNC(=O)c3ccccc3)n2n1
  i, i, i, x, i, x, i, -1, -2, i, -10
CCN1CCN(C(=O)C2=CC(c3ccc(C)cc3)=NS(=O)(=O)N2C)CC1
  i, i, i, 9, i, 3, i, -7, 1, i, -12
CC(=O)Nc1c(C(N)=O)oc2ccc(Cl)cc12
  i, i, i, -3, i, 8, i, 3, -1, i, 0

Limited to KCNQ1 pot, KCNQ1 block and PolyA inh, for some of the entries so far:
Molecule	KCNQ1 pot	KCNQ1 block	PolyA inh
CC(C)NC(=O)c1cccc(Cn2cc(Cl)cn2)c1	i	i	i
COc1cc(NC(=O)C2CCCC2)c(OC)cc1Cl	i	i	i
CCOC(=O)c1sc2nc(N3CCOCC3)c3c(c2c1N)CCN(Cc1ccccc1)C3	i	i	i
CCN1CCN(C(=O)C2=CC(c3ccc(C)cc3)=NS(=O)(=O)N2C)CC1	i	i	i

Continued.
SMILES	KCNQ1 block	KCNK3 block	PolyA inh	HDAC3 inhib	RGS4 act	Dyrk1A ADPGlo	KCNQ1 pot	GSK3A inh	GSK3B inh	KCNK9 inh	hERG protect
CSc1cccc(NC(=O)CCS(=O)(=O)c2cccc3nonc23)c1	i	i	i	1	i	19	i	-1	-3	i	-3
CCc1ccc(NC(=O)C(C)OC(=O)c2ccc(-n3cnnn3)cc2)cc1 (centres undefined)	i	i	i	2	i	19	i	-1	2	i	-5
O=C(O)c1cccc(-c2ccc(/C=N/NC(=O)c3cccnc3)o2)c1	i	i	i	-1	i	9	i	-5	-1	i	1
Oc1ccc(-c2cn3cc(C(F)(F)F)ccc3n2)cc1	i	i	i	0	i	x	i	2	-2	i	-4
CCN(C(=O)COC(=O)c1cc(-c2ccccc2)nc2c1c(C)nn2-c1ccccc1)C1CCS(=O)(=O)C1 (centres undefined)	i	i	i	-1	i	-4	i	-1	6	i	-12
Cc1onc(-c2ccccc2)c1C(=O)NC(C)c1ccccc1 (centres undefined)	i	i	i	-1	i	-2	i	-3	0	i	-9
CN(NC(=O)COc1ccccc1)c1ccccc1	i	i	i	0	i	x	i	-1	2	i	-3
Cc1ccc(O)c(-c2cc(C(=O)NCc3ccc4c(c3)OCO4)[nH]n2)c1	i	i	i	x	i	x	i	x	3	i	0
CCC(Cc1ccccc1)n1c(=S)[nH]c2ccccc2c1=O (centres undefined)	i	i	i	0	i	x	i	-3	2	i	4
COc1ccc(C(=O)Nc2ccc(N3CCN(c4ccc(OC)cc4)CC3)c(C#N)c2)cc1	i	i	i	-8	i	1	i	1	-1	i	-14
COc1ccc(CNC(=O)C(C)n2nc(C)c3c(C)n(-c4ccccc4)nc3c2=O)c(OC)c1 (centres undefined)	i	i	i	-1	i	2	i	0	-1	i	-11
COc1ccc(C(=O)CSc2nnc(CNC(=O)c3ccccc3)o2)cc1	i	i	i	-2	i	-2	i	-1	1	i	-11
Cc1cccc2cc(/C=N/NC(=O)c3ccccc3O)c(Cl)nc12	i	i	i	-6	i	-5	i	2	0	i	-9
Cn1ncc(Br)c1NC(=O)Nc1ccccc1	i	i	i	1	i	0	i	-1	1	i	-8
O=C(NCc1ccccn1)c1cccs1	i	i	i	-3	i	3	i	-1	0	i	-9
CN1CCN(C(=O)c2cccn(Cc3ccc(C(F)(F)F)cc3)c2=O)CC1	i	i	i	-1	i	4	i	0	1	i	-3
O=C(COc1ccccc1Cl)NCCNC(=O)c1ccncc1	i	i	i	4	i	0	i	-1	-2	i	-3
COc1ccc(NC(=O)CSc2nc3cccnc3n2C)cc1	i	i	i	-4	i	1	i	-1	-22	i	-6
C=CC[n+]1c(/C=C/c2ccc(OC(C)=O)c(OC)c2)ccc2ccccc21	i	i	i	9	i	15	12*	5	0	i	-7
COc1ccc(CCNS(=O)(=O)c2cccc(C(=O)O)c2)cc1OC	i	i	i	0	i	-8	i	0	x	i	-4
COc1ccccc1Nc1nc(=O)[nH]nc1C	i	i	i	5	i	0	i	0	-2	i	-6
COc1ccc(NC(=O)C2CCCN(C)C2)cc1OCC(C)C (centres undefined)	i	i	i	-4	i	2	i	0	-1	i	-15
CS(=O)(=O)N1CCN(c2ccccc2NC(=O)c2ccc([N+](=O)[O-])o2)CC1	i	i	i	1	i	-1	i	9	-4	i	-11
Clc1nc(-c2n[nH]nc2Cl)n[nH]1	i	i	i	-7	i	9	i	-5	6	i	0
O=C(CN1C(=O)c2ccc([N+](=O)[O-])cc2C1=O)NCC1CCCO1 (centres undefined)	i	i	i	x	i	4	i	x	3	i	-4
Cc1ccc(S(=O)(=O)N2C(=O)C(C)SC2=Nc2ccccc2)cc1 (centres undefined)	i	i	i	-3	i	-4	i	-2	4	i	-7
Cc1ccc(S(=O)(=O)Nc2ccccc2CNc2ccc(Br)cn2)cc1	7*	i	i	14	i	-2	i	1	-4	-7.6*	-20
CCC1Oc2ccccc2N(CC(=O)NCC2CCCO2)C1=O (centres undefined)	i	i	i	0	i	-3	i	0	-3	i	-3
Cc1ccc2nsnc2c1NC(=O)c1ccc(-c2cc(Cl)ccc2Cl)o1	i	i	i	-3	i	-3	i	-1	1	i	-5
COc1ccc(CN2CC(C(=O)NCc3cccc(OC)c3)CC2=O)cc1 (centres undefined)	i	i	i	-4	i	-6	i	0	1	i	-11
Cc1cc(C)cc(N(CC(=O)Nc2ccc(C)cc2Cl)S(=O)(=O)c2c(C)[nH]c(=O)[nH]c2=O)c1	i	i	i	x	i	-3	i	x	3	i	-17
COCCn1c(C)cc(C(=O)CSc2cc(C)c3ccc(OC)cc3n2)c1C	i	i	i	9	i	-4	i	0	1	i	-9
CCOC(=O)N1CCC(NC(=O)c2sc3nc4n(c(=O)c3c2C)CCCC4)CC1	i	i	i	-2	i	-2	i	-1	-2	i	0
CCOc1ccc2nc(NC(=O)CN3CCN(c4ccccn4)CC3)sc2c1	i	x	i	5	i	x	i	-1	-6	i	-2
CNC(=O)/C(C#N)=C/c1ccc(-c2ccc(OC)cc2[N+](=O)[O-])o1	i	i	i	-8	i	0	i	1	1	i	-7
O=C1CC2CS(=O)(=O)CC2N1C1CCCCC1 (centres undefined)	i	i	i	0	i	10	i	-1	1	i	-8
CCOC(=O)c1ccc(NC(=O)C2CCN(S(=O)(=O)c3ccccc3)CC2)cc1	i	i	i	x	i	5	i	-1	-3	i	-8
COc1cc(C2C(C(=O)c3ccco3)=C(O)C(=O)N2Cc2ccccc2)ccc1O (centres undefined)	i	i	i	-3	i	1	i	0	-3	i	-8
Nc1ccc2c(c1)C(=O)N(CC1CCCO1)C2=O (centres undefined)	i	i	i	4	i	2	i	-2	3	i	-12

Profiles, looked up by structure. Order of values: KCNQ1 block | KCNK3 block | PolyA inh | HDAC3 inhib | RGS4 act | Dyrk1A ADPGlo | KCNQ1 pot | GSK3A inh | GSK3B inh | KCNK9 inh | hERG protect
COc1ccc(CN2CC(C(=O)NCc3cccc(OC)c3)CC2=O)cc1 (centres undefined) is listed as i | i | i | -4 | i | -6 | i | 0 | 1 | i | -11
Cc1ccc(S(=O)(=O)Nc2ccccc2CNc2ccc(Br)cn2)cc1 is listed as 7* | i | i | 14 | i | -2 | i | 1 | -4 | -7.6* | -20

Screening results: PubChem, several laboratories
